# HSF1 inhib = HSF1 inhibition | activity change, negative = inhibition, % at 7.5 µM (by protocol) | NIH3T3-HGL HSE-luciferase, MG132-induced, luminescence 8 h; stronger effect = lower value | actives 0.77% (n = 300,000);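 active = more than half of replicate wells show activity change below -50%, luminescence cut by over half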;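 note: luciferase reports HSF-1 transcriptional activity via heat shock element; 0% = median of DMSO wells and -100% = zero luminescence signal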
# KLF5 inh = suppresses KLF5 promoter-driven expression. DLD-1 KLF5 promoter-luciferase reporter, luminescence. inhibition, % at 5 µM. actives 0.23% (n = 290,000);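 active = inhibition above a per-plate limit of that plate's mean compound inhibition plus 3 SD, cut at about 60% in these data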;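 note: 0% = DMSO wells and 100% = LY294002 at 200 µM; higher means less KLF5 promoter-driven luciferase light; inactives centre near -14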
# aSyn UTR inh = MLPCN primary screen, SNCA 5' untranslated region; alpha-synuclein 5'UTR reporter, inhibitor activity; inhibition, % (tested at 7.5 µM); actives 0.82% (n = 300,000); AID 1813; in the data active = inhibition above about 60%;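 note: H4 neuroglioblastoma cells stably carrying SNCA 5'UTR luciferase fusion; 0% = DMSO wells and 100% = positive control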
# HSF1 activator = increases HSF-1 driven luciferase reporter signal; NIH3T3-HGL HSF-1 luciferase reporter, MG132, 8 h; 100% = twice DMSO control signal; activation, % at 9 µM; actives 1.7% (n = 300,000); AID 504408;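 active = mean replicate activation of at least 50% with a set share of replicates each reaching 50%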;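 note: 0% = median of the neutral control wells and 100% = twice that signal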
# HSP90 refold inh = blocks HSP90-mediated luciferase refolding in reticulocyte lysate; Rabbit reticulocyte lysate, luciferase refolding luminescence, 3 h; inhibition, % at 5.6 µM; actives 0.91% (n = 290,000); AID 1789;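 active = inhibition above the screen-wide mean plus 3 SD, computed separately per campaign, cut at about 16% in these data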;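 note: 0% = DMSO wells and 100% = 60 µM geldanamycin wells; inhibitors lower the luminescence because luciferase stays unfolded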
# Platelet DG rel = modulates dense granule release in human platelets | human platelet-rich plasma, SFLLRN dense granule ATP release, luminescence | inhibition, %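 (compounds screened at 7.5 µM in platelet-rich plasma)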 | actives 0.22% (n = 300,000) | AID 1663;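 active = mean replicate score, as percent of positive control, at or above 50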
# HDAC3 inhib = blocks human histone deacetylase 3. O15379. recombinant HDAC3, fluorogenic peptide/trypsin coupled, fluorescence. inhibition, % at 8.3 µM. actives 0.15% (n = 320,000). AID 2718; in the data active = inhibition above about 26%, passing the limit was not always enough
# Target sequence (O15379 whole entry, looked up): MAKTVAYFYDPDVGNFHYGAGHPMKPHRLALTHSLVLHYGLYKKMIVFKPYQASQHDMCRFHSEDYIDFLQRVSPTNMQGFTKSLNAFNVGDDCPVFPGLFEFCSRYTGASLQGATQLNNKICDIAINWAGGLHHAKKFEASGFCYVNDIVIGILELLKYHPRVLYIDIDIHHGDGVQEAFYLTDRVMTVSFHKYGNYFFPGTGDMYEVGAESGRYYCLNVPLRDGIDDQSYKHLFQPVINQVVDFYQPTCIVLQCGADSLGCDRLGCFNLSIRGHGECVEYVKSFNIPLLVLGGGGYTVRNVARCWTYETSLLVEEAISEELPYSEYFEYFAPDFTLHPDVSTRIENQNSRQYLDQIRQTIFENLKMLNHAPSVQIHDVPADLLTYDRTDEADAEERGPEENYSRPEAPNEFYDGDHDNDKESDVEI
# HIF activator = HIF pathway transcriptional activation; U2OS HRE-luciferase reporter, luminescence; normalized: DMSO 0%, desferrioxamine 100%; activation, % at 7.5 µM (by protocol); actives 0.32% (n = 300,000);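 active = mean activation of at least 10% of the iron chelator positive control signal, with at least half of replicates also reaching 10%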
# IEC-6 cytotox = IEC-6 cytotoxicity, counter-screen for KLF5 inhibitors. luminescence viability. inhibition, % at 5 µM. actives 0.78% (n = 290,000). AID 1825; in the data active = inhibition above about 22%;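 note: 0% = plate median of test compound wells and 100% = cytotoxic reference compound wells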
# AI-2 QS modul = Vibrio harveyi AI-2 quorum sensing modulation; Vibrio harveyi JMH597 AI-2 luminescence/OD600 ratio, 9 h; stronger effect = lower value; strain lacks LuxN and CqsS sensors; 0 = neutral-control median; activity change, % at 7.5 µM; actives 0.4% (n = 300,000); in the data active = activity change below about -75%, passing the limit was not always enough;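 note: luminescence divided by OD600 gain over 9 h not by final OD600 alone; inactives centre near 13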
# An asterisk follows results filed as active; x = not tested or not shown; & = joins results of further samples.
SMILES,HSF1 inhib,KLF5 inh,aSyn UTR inh,HSF1 activator,HSP90 refold inh,Platelet DG rel,HDAC3 inhib,HIF activator,IEC-6 cytotox,AI-2 QS modul
Cc1nc2cc(NCc3nc4ccccc4n3Cc3ccccc3)ccc2n1C,6.6,-79.7,-96.3,-4.5,16.4*,5.9,-5.7,1.3,4.2,26.5
O=C(CCNC(=O)c1ccccc1Cl)N/N=C\c1ccc(O)cc1,-5.2,-22.3,18.6,-8.0,-1.9,6.9,x,-0.4,1.9,6.1
ONC(=Nc1ccc(Cl)cc1)c1ccccc1Cl,23.7,-19.2,-22.2,39.9,-0.6,12.0,1.2,1.7,-5.6,-51.4
COc1ccccc1-c1nnc(SCC(=O)O)n1-c1ccc(C)cc1,-8.3,-1.8,-20.7,17.2,-1.0,0.7,7.9,-0.3,2.1,5.9
O=C(Cn1cnc2c(nnn2Cc2ccc(Cl)cc2)c1=O)NCc1ccco1,-3.0,2.0,9.7,-1.0,4.1,4.5,0.5,-0.1,1.7,-36.8
O=[N+]([O-])c1ccc2nc(-c3ccc(Cl)cc3)n(OCc3ccccc3)c2c1,13.9,-117.3,-243.1,41.9,-1.9,-6.3,5.1,2.0,0.3,3.8
COc1ccc(Cl)cc1NC(=O)C(C)OC(=O)c1ccc(NS(=O)(=O)c2ccc3[nH]c(=O)[nH]c3c2)cc1 (stereo unspecified),0.2,-2.9,4.6,1.2,6.1,0.9,11.1,-0.9,-1.2,16.1
COc1cc(/C=N/O)ccc1OCc1ccccc1Cl,28.0,-137.3,-113.2,39.7,-8.0,4.1,-1.0,1.8,-2.1,8.7
CC1CCN(C(=O)CCc2nnc3ccc(N4CCC5(CC4)OCCO5)nn23)CC1,0.0,-29.4,20.2,-7.4,-1.4,-3.1,-3.8,0.0,0.9,16.7
Brc1cccc(-c2nnc3sc(CNCc4ccco4)cn23)c1,-3.9,-5.4,-6.1,1.6,-1.0,-9.8,x,0.1,-2.7,16.6
COc1cc2c(cc1OC)C(C)N(C(=O)c1cc3c(=O)oc4ccc(C)cc4c3s1)CC2 (stereo unspecified),-32.0,11.9,22.5,-41.6,-4.3,-4.2,-5.7,-0.2,-0.1,1.9
CC1Oc2ccccc2N(CC(=O)NC2CCCCC2)C1=O (stereo unspecified),-2.7,11.2,-16.6,7.7,-1.6,-9.0,-7.2,1.0,-4.2,20.4
O=C(CSc1ccccc1F)OCC(=O)N1CCN(C(=O)c2ccco2)CC1,0.5,x,12.4,-4.3,x,-0.1,3.6,-0.8,x,6.0
CCOC(=O)N1CCN(C(=O)c2c(-c3c(Cl)cccc3Cl)noc2C)CC1,-5.2,-43.2,-2.8,-3.4,-0.4,5.2,-0.7,-0.4,-1.7,x
O=C(NCc1ccccc1)c1ccc(S(=O)(=O)N2CCCc3ccccc32)cc1,2.9,-7.2,9.9,-4.3,3.2,4.0,-0.8,-0.4,-2.2,21.8
O=C(CCc1ccccc1)NCc1ccccn1,-13.9,-8.4,-15.9,-25.8,2.1,-18.4,-0.5,0.9,3.7,16.3
CCOC(=O)c1cnc(SCC)[nH]c1=O,-2.7,-20.4&-3.2,-3.3,-12.6,-2.2&1.4,-13.7,3.8,-0.1,-2.7&-1.3,23.9
CCOC(=O)C1=C(CC)NC2=C(C(=O)CCC2)C1c1ccc(OC)c(OC)c1 (stereo unspecified),0.2,-9.3,7.8,21.1,1.5,-4.1,-3.7,-14.6,3.4,18.3
CCO/C(C)=N/n1c2nc3ccccc3nc2c2c(=O)n(Cc3ccccc3Cl)c(C)nc21,-4.4,4.5,-1.2,8.6,-3.9,-6.3,8.3,0.0,-0.9,8.3
CCCCN(CCCC)Cc1ccc(C(=O)NNC(=O)Nc2ccc(F)cc2)o1,5.1,-17.2,13.0,2.0,1.6,-2.0,7.9,-0.4,-7.9,11.3
CC1(C)Cc2c(cnn2-c2ccc(F)cc2)C(NC(=O)c2ccc(=O)oc2)C1 (stereo unspecified),5.6,-42.8,-11.7,-3.9,1.5,-11.0,-8.8,1.2,-2.3,4.1
COc1ccc([C@@H]2[C@@H]3C(=O)N(C(C)(C)C)C(=O)[C@@H]3[C@]3(Cc4ccccc4)C(=O)N(c4cccc(C)c4)C(=O)N23)cc1,-4.9,x,-62.9,5.3,x,-2.3,-4.0,0.8,x,3.7
CCN(C(=O)C(C)OC(=O)CCCNC(=O)c1ccc(Cl)cc1)c1ccccc1 (stereo unspecified),1.7,x,4.1,-4.2,x,-1.8,1.7,0.4,x,22.4
CC(C)c1ccc(NC(=O)CSc2nc(=O)[nH]c3c2CCCC3)cc1,6.7,x,-20.4,1.2,x,x,-10.5,-1.4,x,5.1
CN(Cc1ccccc1)c1nc2c(c(=O)n(C)c(=O)n2C)n1CCCc1ccccc1,6.2,-17.6,-19.4,19.4,-1.1,-2.9,0.8,-0.5,-4.5,-14.3

# Part of the list above, with values under each structure.
# Values run as follows: HSF1 inhib | KLF5 inh | aSyn UTR inh | HSF1 activator | HSP90 refold inh | Platelet DG rel | HDAC3 inhib | HIF activator | IEC-6 cytotox | AI-2 QS modul
> O=C(CCc1ccccc1)NCc1ccccn1
 : -13.9 | -8.4 | -15.9 | -25.8 | 2.1 | -18.4 | -0.5 | 0.9 | 3.7 | 16.3
> ONC(=Nc1ccc(Cl)cc1)c1ccccc1Cl
 : 23.7 | -19.2 | -22.2 | 39.9 | -0.6 | 12.0 | 1.2 | 1.7 | -5.6 | -51.4

# (list continues)
SMILES,HSF1 inhib,KLF5 inh,aSyn UTR inh,HSF1 activator,HSP90 refold inh,Platelet DG rel,HDAC3 inhib,HIF activator,IEC-6 cytotox,AI-2 QS modul
C=C(C)CN1C(=O)C(O)(CC(=O)c2ccc3c(c2)OCCO3)c2ccccc21 (stereo unspecified),-3.2,-31.1,19.0,1.1,-0.7,30.1,7.5,-0.4,4.7,-0.3
Cc1c(NC(=O)CN2C(=O)NC3(CCCCC3)C2=O)c(=O)n(-c2ccccc2)n1C,0.6,-15.7,-18.0,-4.3,-2.2,25.6,-8.2,-0.1,-5.0,16.7
CCOC(=O)CC/C(C)=N\N=C1\SC(CC(=O)O)C(=O)N1c1ccccc1 (stereo unspecified),4.4,-15.1,1.7,7.0,0.7,-12.5,-2.1,0.2,1.0,15.1
CS(=O)(=O)N1CCc2cc(C(=O)N3CCN(c4ccccc4F)CC3)ccc21,11.2,-16.2,26.2,5.6,0.4,1.4,-3.1,1.0,0.0,5.0
O=C(Nc1cccc(F)c1)c1ccc(Cn2cc([N+](=O)[O-])cn2)o1,-2.5,-30.2,-10.5,-1.5,5.0,3.8,-4.1,-0.8,8.2,3.6
O=C1CCN(CCc2ccccc2)CCN1CCO,-3.8,-10.5,4.9,-5.9,3.0,0.9,-3.7,1.2,-4.0,8.6
O=C(O)C1C2CCC(O2)C1C(=O)Nc1ccc(F)c(Cl)c1 (stereo unspecified),-14.9,-15.9,-7.2,-31.4,-1.8,8.3,-5.8,-2.7,-0.6,9.0
CCn1cnc2c1c(=O)[nH]c(=O)n2Cc1ccccc1,8.5,-12.6,14.5,5.1,-0.4,0.2,4.5,0.8,8.2,4.3
C=CCn1c(=NC(=O)c2ccco2)sc2cc(C(=O)OC)ccc21,6.2,-24.6,-76.6,4.5,0.3,-4.6,-3.1,0.7,6.0,20.0
O=C(Nc1nc(-c2ccc(S(=O)(=O)N3CCOCC3)cc2)cs1)c1ccccc1,-7.3,-13.4,9.8,10.5,3.5,-8.2,2.3,-0.1,-0.5,15.1
O=C(CSc1ncccn1)NCc1cccs1,-4.9,-66.6,-18.9,8.0,-0.6,-3.4,-11.5,1.3,2.7,20.6
Cc1cc(C)n2nc(C(=O)Nc3nccs3)nc2n1,4.7,-143.1,-111.5,20.9,1.8,-4.3,5.8,2.0,-0.6,24.7
CCN(CC)C(=O)CSc1nc2ccccc2c(=O)n1OC(C)C,-5.2,-0.1,17.4,4.4,0.7,0.7,-0.7,0.0,0.3,2.3
Cc1nc2ccccn2c1/C(O)=C1\C(=O)C(=O)N(CCN(C)C)C1c1ccco1 (stereo unspecified),-9.2,-40.2,-3.5,5.7,3.2,7.9,3.3,0.0,1.9,8.7
N#Cc1c(NC(=O)C2CC(Cl)=CCC2C(=O)O)sc2c1CCCCC2 (stereo unspecified),x,-18.6,3.8,x,-3.1,9.3,4.3,-0.2,-4.9,36.4
CCN(CC)C(=O)CSc1nc(O)cc(=O)n1C,-2.5,-25.1,22.7,-6.4,1.9,9.0,-1.4,-0.5,-1.3,19.1
CC(C)OC(=O)c1nnc(-c2ccccc2)nc1OC(C)C,-4.9,8.3,40.7,-13.2,0.0,13.7,1.9,-0.3,-2.0,-0.1
CN(C)c1nc(N2CCN(c3ccccc3)CC2)c(C#N)c(=O)o1,-2.2,-13.1,13.9,7.3,3.7,6.4,6.0,0.0,-3.2,7.6
Cc1c(NC(=O)c2ccc(Cl)c(S(=O)(=O)N3CCCCC3)c2)c(=O)n(-c2ccccc2)n1C,-11.9,-15.9,0.7,8.4,-3.1,-4.0,0.5,-0.7,0.5,14.3

# Grouped by structure: the entries above containing fluorine (6)
SMILES,HSF1 inhib,KLF5 inh,aSyn UTR inh,HSF1 activator,HSP90 refold inh,Platelet DG rel,HDAC3 inhib,HIF activator,IEC-6 cytotox,AI-2 QS modul
O=C(CSc1ccccc1F)OCC(=O)N1CCN(C(=O)c2ccco2)CC1,0.5,x,12.4,-4.3,x,-0.1,3.6,-0.8,x,6.0
CCCCN(CCCC)Cc1ccc(C(=O)NNC(=O)Nc2ccc(F)cc2)o1,5.1,-17.2,13.0,2.0,1.6,-2.0,7.9,-0.4,-7.9,11.3
CC1(C)Cc2c(cnn2-c2ccc(F)cc2)C(NC(=O)c2ccc(=O)oc2)C1 (stereo unspecified),5.6,-42.8,-11.7,-3.9,1.5,-11.0,-8.8,1.2,-2.3,4.1
CS(=O)(=O)N1CCc2cc(C(=O)N3CCN(c4ccccc4F)CC3)ccc21,11.2,-16.2,26.2,5.6,0.4,1.4,-3.1,1.0,0.0,5.0
O=C(Nc1cccc(F)c1)c1ccc(Cn2cc([N+](=O)[O-])cn2)o1,-2.5,-30.2,-10.5,-1.5,5.0,3.8,-4.1,-0.8,8.2,3.6
O=C(O)C1C2CCC(O2)C1C(=O)Nc1ccc(F)c(Cl)c1 (stereo unspecified),-14.9,-15.9,-7.2,-31.4,-1.8,8.3,-5.8,-2.7,-0.6,9.0

# Assay outcomes (PubChem BioAssay)
